# KLF5 inh: inhibitors of KLF5 expression; inhibition, % at 5 µM; 0.23% of 290,000 active; DLD-1 KLF5 promoter-luciferase reporter, luminescence;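 active = inhibition above a per-plate limit of that plate's mean compound inhibition plus 3 SD, cut at about 60% in these data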;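 also: 0% = DMSO wells and 100% = LY294002 at 200 µM; higher means less KLF5 promoter-driven luciferase light; inactives centre near -14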
# TRPC6 act: activators of mouse TRPC6 channel. 0.13% of 310,000 active. B-score at 10 µM. Q61143. HEK293-TRPC6 membrane potential dye fluorescence; stronger effect = higher value;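 active = B-score of the integrated fluorescence ratio above library mean plus 3 SD, and starting fluorescence ratio within library mean plus 5 SD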;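 also: higher score means more depolarization so channel activation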
# SKKanGAS inh: blocks kanamycin growth of S. pyogenes SKKanGAS strain; BacTiter-Glo, 6 h; inhibition, % at 7.5 µM; 1.3% of 300,000 active; AID 1662;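 active = mean replicate score, as percent of positive control median, at least 50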;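 also: strain carries kanamycin resistance gene driven by streptokinase promoter and grows in 40 µg/ml kanamycin; loss of luminescence reflects streptokinase promoter inhibition or plain growth inhibition; 0% = median of DMSO wells and 100% = positive control at its reference dose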
# aSyn 5UTR inh: 5' untranslated region of α-synuclein, MLPCN primary screen | alpha-synuclein 5'UTR reporter, inhibitor activity | inhibition, % (tested at 7.5 µM) | 0.82% of 300,000 active | AID 1813; in the data active = inhibition above about 60%;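 also: H4 neuroglioblastoma cells stably carrying SNCA 5'UTR luciferase fusion; 0% = DMSO wells and 100% = positive control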
# TRPC4 potent: allosteric potentiators of mouse TRPC4 channel; AID 2227; 0.42% of 310,000 active; HEK293 TRPC4beta/mu-opioid, DAMGO EC20, Fluo-4 Ca2+ flux; stronger effect = higher value; Q9QUQ5; B-score at 10 µM;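 active = B-score of calcium response area above 5 SD of library B-scores, with initial fluorescence ratio within 5 SD of library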;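 also: B-score of integrated fluorescence ratio over time as area under calcium response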
# MrgX1 antagonist: blocks BAM8-22 activation of human MrgX1 receptor | Q96LB2 | MRGX1-HEK293 calcium flux, Fluo-4, BAM8-22 antagonism; stronger effect = lower value | B-score at 10 µM | 1.3% of 310,000 active;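 active = calcium-response B-score plate-corrected more than 3 library SD below zero, starting fluorescence within 5 deviations, no agonist response on first addition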;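 also: peak minus trough fluorescence over baseline after final BAM8-22 challenge near maximal dose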
# Target sequence (Q96LB2 whole entry, looked up): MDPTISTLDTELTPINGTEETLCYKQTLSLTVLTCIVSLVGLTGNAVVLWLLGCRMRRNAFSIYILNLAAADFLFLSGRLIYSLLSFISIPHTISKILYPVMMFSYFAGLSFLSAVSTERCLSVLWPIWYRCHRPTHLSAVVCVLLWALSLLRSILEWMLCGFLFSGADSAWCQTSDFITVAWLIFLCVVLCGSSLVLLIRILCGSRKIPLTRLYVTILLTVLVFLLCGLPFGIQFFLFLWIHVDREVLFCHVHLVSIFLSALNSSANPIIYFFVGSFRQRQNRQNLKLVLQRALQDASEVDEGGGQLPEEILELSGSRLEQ
# TRPC6 inhibitor: mouse TRPC6 channel inhibition. AID 2553. HEK293-TRPC6, membrane potential dye, ACh-evoked depolarization; stronger effect = lower value. B-score at 10 µM. 1.1% of 310,000 active. Q61143;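 active = B-score under library mean minus 3 SD, initial fluorescence not abnormally high, positive integrated signal ratio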;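 also: B-score derived from integrated fluorescence ratio over the kinetic read; more negative B-score means stronger inhibition of depolarization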
# HIF activator: HIF pathway transcriptional activation. U2OS HRE-luciferase reporter, luminescence; normalized: DMSO 0%, desferrioxamine 100%. activation, % at 7.5 µM (by protocol). 0.32% of 300,000 active. AID 1910;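 active = mean activation of at least 10% of the iron chelator positive control signal, with at least half of replicates also reaching 10%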
# IEC-6 tox: kills IEC-6 intestinal cells in KLF5 counter-screen | 0.78% of 290,000 active | IEC-6 cytotoxicity, luminescence viability | inhibition, % at 5 µM; in the data active = inhibition above about 22%;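 also: 0% = plate median of test compound wells and 100% = cytotoxic reference compound wells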
# TRPC4 agonist: opens the mouse TRPC4 cation channel; Q9QUQ5; HEK293 TRPC4beta/mu-opioid, Fluo4 calcium fluorescence; stronger effect = higher value; B-score at 10 µM; 0.49% of 310,000 active;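 active = B-score above 5 SD of library B-scores, and initial fluorescence ratio not above library mean plus 5 SD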;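 also: positive B-score marks a calcium rise read as TRPC4 activation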
#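 Incubation: 45 min room-temperature Fluo4 loading, 110 s read / System: HEK293 cells stably co-expressing mouse TRPC4beta and mu-opioid receptor / Signal: Fluo4 fluorescence, kinetic / Control set: buffer (low) and maximal DAMGO (high) / Measure: integrated baseline-normalised fluorescence ratio, converted to per-well B score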
# TRPC4 block: blocks the mouse TRPC4 cation channel | Q9QUQ5 | HEK293 TRPC4beta/mu-opioid, DAMGO-evoked Fluo4 calcium flux; stronger effect = lower value | B-score at 10 µM | 0.39% of 300,000 active | AID 2247;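 active = B-score over 3 SD under the library average, no early fluorescence shift, positive overall ratio signal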
#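 Assay system: Stable TRPC4beta/mu-opioid receptor HEK293 cells | Reagent: DAMGO in two steps, submaximal then maximal | Compound dosing: Single concentration per test compound | Signal: Fluo4 Ca2+ flux fluorescence | Evaluation: Per-well B score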
# The depositor's hits bear a star; i = inactive; nt = no result given; & = joins results of further samples.
SMILES,KLF5 inh,TRPC6 act,SKKanGAS inh,aSyn 5UTR inh,TRPC4 potent,MrgX1 antagonist,TRPC6 inhibitor,HIF activator,IEC-6 tox,TRPC4 agonist,TRPC4 block
Cc1cc(C)cc(CC2CC(=O)N(c3ccc(Cl)cn3)C2=O)c1 (stereo unspecified),5,i,-5,2,i,i,i,-0.6,2,i,i
Cc1cc(C)n2nc(C(=O)OCC(=O)c3ccc(F)cc3)nc2n1,nt,i,-4,-6,i,i,i,0.6,nt,i,i
CCn1nc(C(=O)OCc2c(C)noc2C)c2ccccc2c1=O,-7,i,2,-12,i,i,i,-0.6,4,i,i
C[C@H](NC(=O)[C@H]1N2C(=O)c3ccccc3C2SC1(C)C)C(=O)NCc1ccncc1 (stereo partly specified),2,i,-4,-16,i,i,i,-0.1,6,i,i
Cc1ccc(NC(=S)NCc2ccccc2)cc1C,nt,i,-1,-30,i,i,i,0.6,nt,i,i
COc1ccccc1NC(=O)CN(c1ccc([N+](=O)[O-])cc1)S(=O)(=O)c1ccccc1,6,i,6,-16,i,i,i,0.7,0,i,i
CC(=O)c1cc(C(C)=O)c(C)nc1C,-1,i,2,2,i,i,i,0.0,-2,i,i
Cc1cc(C(=O)NCC(=O)O)c(C)o1,-37,i,-7,5,i,i,i,0.1,-6,i,i
O=C(COC(=O)c1cccnc1Cl)c1ccc(F)cc1,-37,i,2,-42,i,i,i,-0.4,-1,i,i
COC(=O)CSc1nc(-c2ccc(C)cc2)c2c(c1C#N)CCCC2,-16,i,11,17,i,i,i,0.0,-1,i,i
NC(=O)c1ccc(NC(=O)CSc2cn(CC(=O)N3CCOCC3)c3ccccc23)cc1,-7,i,8,5,i,i,i,-0.1,6,i,i
O=C(CSC1=NCCS1)NC1CCCCC1,-20,i,4,-16,i,i,i,0.2,-1,i,i
COc1ccccc1NC(=O)CCCC(=O)OCC(=O)c1ccc(F)cc1,-43,i,-6,-8,i,i,i,-0.4,-7,i,i
CC1CN(c2ccc([N+](=O)[O-])cc2Cl)CCN1S(C)(=O)=O (stereo unspecified),-31,i,1,11,i,i,i,0.1,-1,i,i
COc1ccccc1NC(=S)N1CCN(Cc2ccccc2)CC1,0,i,-20,25,i,i,i,0.0,-4,i,i
CCCn1c(CCC(=O)O)nc2cc(S(=O)(=O)N(CC)CC)ccc21,19,i,-1,-3,i,i,i,0.4,7,i,i
COCCCNCC(=O)Nc1ccc(OC(F)(F)F)cc1,-2,i,1,-11,i,i,i,1.5,5,i,i
C/C(=N\OCC(=O)Nc1ccccc1C(C)(C)C)c1ccc2c(c1)OCCO2,-3,i,-2,9,i,i,i,0.2,13,i,i
CN(Cc1cnn(C)c1)Cc1nc(C(c2ccccc2)c2ccccc2)no1,-20,i,1,-3,i,i,i,-0.1,-6,i,i
COc1ccc(Cn2c(SCC#N)nc3ccc(N4CCOCC4)cc3c2=O)cc1,-95,i,17,-88,i,i,i,2.9,-9,i,i
COc1ccc(S(=O)(=O)N2CCC(NC(=O)C3CCCCC3)CC2)cc1,-3,i,-6,-7,i,i,i,-0.3,1,i,i
COc1ccc(-c2nc3cnccn3c2NCc2ccccc2)cc1SC1CCCCC1,nt,i,55*,30,i,i,i,-0.2,nt,i,i
CCc1cccc(NC(=O)C2CCCN(S(=O)(=O)c3cccnc3)C2)c1 (stereo unspecified),-27,i,12,-7,i,i,i,0.0,-2,i,i
c1cc(CN2CCCCC2)cc(OCCCNc2nc3ccccc3s2)c1,nt,i,-5,-6,i,i,i,0.3,nt,i,i
COC(=O)c1cc(NC(=O)Cc2cccs2)cc(C(=O)OC)c1,-35,i,2,6,i,i,i,-0.9,-1,i,i
Cn1cccc1CNC(=O)Nc1ccc(Cl)cc1,-58,i,4,-115,i,i,i,0.6,4,i,i
Cc1ccc(N2C(=O)NC(NC(=O)C(C)(C)C)(C(F)(F)F)C2=O)cc1C (stereo unspecified),-21,i,-1,-1,i,i,i,-0.2,4,i,i
Cc1ccc(N(Cc2ccco2)C(=O)c2cccc(S(=O)(=O)N(C)C)c2)cc1,-27,i,2,18,i,i,i,-0.2,-6,i,i
COc1ccccc1C(C)NS(=O)(=O)c1cccs1 (stereo unspecified),-18,i,8,-4,i,i,i,-0.5,0,i,i
Cc1cccn2c(=O)c3cc(C(=O)N4CC(C)CC(C)C4)sc3nc12 (stereo unspecified),-16,i,13,-11,i,i,i,0.1,-7,i,i
CC(=O)NC1C(Oc2cccc(C)c2)OC2COC(c3ccco3)OC2C1O (stereo unspecified),-24,i,5,13,i,i,i,0.2,-2,i,i
CCOC(=O)N1CCN(C(=S)NC(C)(C)C)CC1,-13,i,-5,-5,i,i,i,0.0,-2,i,i
O=C(O)c1ccccc1C(=O)NC1CCN(c2nccc(C(F)(F)F)n2)CC1,8,i,13,4,i,i,i,0.3,1,i,i
CN(C)C(=O)C1Cc2ccccc2CN1S(=O)(=O)c1ccc(F)cc1 (stereo unspecified),-8,i,3,-7,i,i,i,-16,4,i,i
CCOc1ncccc1C(=O)NCCc1ccc(OC)cc1,7,i,0,15,i,i,i,0.0,22*,i,i
CCn1nc(C(=O)OCC(=O)c2c[nH]c3ccccc23)c2ccccc2c1=O,-5,i,-4,5,i,i,i,0.3,8,i,i

# Whole records, quoted from the list. Values in the order: KLF5 inh	TRPC6 act	SKKanGAS inh	aSyn 5UTR inh	TRPC4 potent	MrgX1 antagonist	TRPC6 inhibitor	HIF activator	IEC-6 tox	TRPC4 agonist	TRPC4 block
# Listed for `CC(=O)NC1C(Oc2cccc(C)c2)OC2COC(c3ccco3)OC2C1O` (stereo unspecified) = -24	i	5	13	i	i	i	0.2	-2	i	i
# Listed for `Cc1ccc(N(Cc2ccco2)C(=O)c2cccc(S(=O)(=O)N(C)C)c2)cc1` = -27	i	2	18	i	i	i	-0.2	-6	i	i
# Listed for `CCn1nc(C(=O)OCC(=O)c2c[nH]c3ccccc23)c2ccccc2c1=O` = -5	i	-4	5	i	i	i	0.3	8	i	i

# Remaining list, next part:
SMILES,KLF5 inh,TRPC6 act,SKKanGAS inh,aSyn 5UTR inh,TRPC4 potent,MrgX1 antagonist,TRPC6 inhibitor,HIF activator,IEC-6 tox,TRPC4 agonist,TRPC4 block
O=C(CN(Cc1ccccc1Cl)C(=O)c1ccc(CN2CCOCC2)o1)NCc1ccccc1,-38,i,-2,-19,i,i,i,-0.1,-7,i,i
O=C1NC(=O)C2(CCCc3ccccc32)N1 (stereo unspecified),-13,i,1,3,i,i,i,0.1,4,i,i
Cc1nn(C)c(C)c1Nc1ccc(N2C(=O)C3CC=CCC3C2=O)cc1[N+](=O)[O-] (stereo unspecified),14,i,-2,9,i,i,i,0.5,2,i,i
Cc1ccc(-n2nc(CC#N)c(C#N)c2N)cc1,-16,i,1,-34,i,i,i,0.4,2,i,i
COc1ccc(OC)c(-n2c(-c3ccc(C)cc3)n[nH]c2=S)c1,2,i,1,-8,i,i,i,0.1,-4,i,i
O=C(CCN1C(=O)COc2ccccc21)N1CCCCC1,-13,i,-11,23,i,i,i,0.4,-2,i,i
C#CC1(NC(=O)NC(=O)c2c(F)cccc2F)CCCCC1,-21,i,11,-5,i,i,i,-0.4,3,i,i
COc1ccccc1C(CNC(=O)C1CC(=O)N(Cc2ccc(C)cc2)C1)N1CCCC1 (stereo unspecified),nt,i,-4,21,i,i,i,-0.2,nt,i,i
CC(=O)Nc1ccc(NC(=O)COC(=O)Cc2c[nH]c3ccccc23)cc1,-35,i,-13,-38,i,-6*,i,-0.2,6,i,i
O=C(NCC1CCCO1)c1cc2n(n1)C(C(F)(F)F)CC(c1ccc(F)cc1)N2 (stereo unspecified),-10,i,-3,4,i,i,i,-0.2,1,i,i
O=C(Cn1ccc([N+](=O)[O-])n1)N1CCCc2ccccc21,-11,i,2,-32,i,i,i,1.2,-2,i,i
CC(C)c1ccc(O)c(NC(=S)NC(=O)c2ccc3c(c2)OCO3)c1,-133,i,60*,-124,i,i,i,4.1,2,i,i
Cc1ccccc1-n1ncc2c1CC(C)(C)CC2NC(=O)CSc1ccncc1 (stereo unspecified),-11,i,-13,-6,i,i,i,2.1,-5,i,i
Cc1ccc(-n2c(O)c(/C=N/n3cnnc3)c3ccccc3c2=O)cc1,0&-20,i,5&5,27&17,i,i,i,-0.1&-0.3,-1&-3,i,i
Cc1cccn2cc(CNC(=O)CC3CCCC3)nc12,0,i,-3,-13,i,i,i,0.4,1,i,i
Cc1nc(-c2ccccc2)sc1C(=O)/C=C/c1ccccc1,-9,i,-5,-84,i,i,i,0.9,5,i,i
Cc1cccc(NC(=O)CSc2n[nH]c(-c3cccnc3)n2)c1,-17,i,5,-5,i,i,i,0.1,-2,i,i
COc1ccc(CCN(Cc2cc3cc(C)ccc3[nH]c2=O)C(C)=O)cc1OC,-17,i,14,13,i,i,i,-0.6,2,i,i
CC(NC(=O)Cc1ccccc1[N+](=O)[O-])c1ccccc1 (stereo unspecified),-4,i,1,-23,i,i,i,-0.1,6,i,i
O=S(=O)(c1ccccc1)N1CCN(c2nnc(-c3ccccc3)c3ccccc23)CC1,-22,i,22,18,i,i,i,-0.1,10,i,i
O=C(NC1CCCC1)C1CCN(c2cnccn2)CC1,-2,i,-1,6,i,i,i,0.2,0,i,i
O=C(C1CCCN(Cc2cccc(Cl)c2)C1)N1CCCCC1 (stereo unspecified),-1,i,-1,2,i,i,i,-30,1,i,i
COc1ccccc1/C=N\NC(=O)c1c(C)nc2ccc(Cl)cn12,-6,i,-3,-13,i,i,i,0.6,8,i,i
Cc1ccccc1-n1nc(-c2cccnc2)cc1C(=O)N/N=C/c1ccncc1,-13,i,0,-3,i,i,i,0.3,8,i,i
CC(C)[C@H](NC(=O)N1CC(=O)Nc2ccccc21)C(=O)N[C@H](Cc1ccccc1)C(=O)O,4,i,-1,24,i,i,i,-0.2,6,i,i
CCn1cc(Br)c(C(=O)Nc2ccc(C(=O)OC(C)C)cc2)n1,-55,i,-3,-49,i,i,i,1.1,-4,i,i
CCOc1cccc(CNCc2cccnc2)c1OCc1ccccc1,-12,i,3,-10,i,i,i,-1.1,2,i,i
CNC(=O)C(NC(=O)CNC(=O)c1ccc(Cl)cc1)C(C)(C)C (stereo unspecified),-9,i,-15,-26,i,i,i,0.0,-3,i,i
O=C(O)C1CCCCC1C(=O)NC1C2CC3CC(C2)CC1C3 (stereo unspecified),-7,i,-3,6,i,i,i,-3.9,5,i,i
Cc1ccc(NC(=O)CCc2c(C)nc3ncnn3c2C)cc1,-18,i,1,12,i,i,i,-0.4,-1,i,i
CC(Sc1ccsc1[N+](=O)[O-])C(=O)NCc1ccccc1 (stereo unspecified),-6,i,-9,13,i,i,i,-0.2,-3,i,i
